Screens: PubChem, Sanford-Burnham Center for Chemical Genomics
CYP2C19 inh – blocks human cytochrome P450 2C19; P33261; CYP2C19 Supersomes, luciferin-H EGE luminescence, 30 min; inhibition, % at 5 µM; 21% of 96,000 active; AID 778;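 active = CYP2C19 inhibition above a set limit at 5 µM in the primary screen, cut at about 50% in these data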;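 note: plate controls were negative control wells for no effect and 2.5 mM tranylcypromine positive control for full effect; values of inactives mirror those of a sister screen read the other way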
Target sequence (P33261 whole entry, looked up): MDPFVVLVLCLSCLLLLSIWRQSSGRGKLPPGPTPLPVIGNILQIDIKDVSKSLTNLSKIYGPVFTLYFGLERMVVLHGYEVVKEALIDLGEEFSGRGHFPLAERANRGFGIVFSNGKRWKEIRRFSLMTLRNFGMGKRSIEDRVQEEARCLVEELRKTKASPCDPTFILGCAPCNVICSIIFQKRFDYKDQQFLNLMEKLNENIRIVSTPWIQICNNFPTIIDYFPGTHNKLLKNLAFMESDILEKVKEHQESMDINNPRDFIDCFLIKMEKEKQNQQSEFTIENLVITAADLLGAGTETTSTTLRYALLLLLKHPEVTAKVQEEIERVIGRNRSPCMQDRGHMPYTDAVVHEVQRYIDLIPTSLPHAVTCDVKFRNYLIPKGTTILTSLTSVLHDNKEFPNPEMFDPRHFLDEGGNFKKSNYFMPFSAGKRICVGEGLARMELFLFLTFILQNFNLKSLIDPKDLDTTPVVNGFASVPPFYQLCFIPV
PTK2B oligo ant – antagonists of human Pyk2 oligomerization | Q14289 | Q293 cells, Pyk2 FERM NanoBiT luminescence; active compounds read low | z-score (the deposit names both 25 µM and 10 µM) | 0.83% of 99,000 active | AID 1347419;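 active = Z-score of -3 or lower, scaled per plate to the spread of control and sample wells; inactive = z-score above -3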;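 note: negative z-score means lost luminescence so less FERM oligomerization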
CYP2C9 activ – CYP2C9 (human) activation; P11712; recombinant CYP2C9, luciferin-H conversion, luminescence; active compounds read high; factor 1 = untreated enzyme, 0 = blocked; activation factor at 5 µM; 1.4% of 96,000 active; AID 1024;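 active = activation factor of 2 or more for CYP2C9 at a 5 µM dose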;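 note: 0 = sulfaphenazole-blocked wells and 1 = vehicle-only wells; values of inactives mirror those of a sister screen read the other way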
PLAP activator – human PLAP activation; P05187; purified PLAP enzyme, luminescent substrate read-out; active compounds read high; activation fold at 20 µM; 1.2% of 96,000 active; in the data active = activation fold above about 2
Target sequence (P05187 whole entry, looked up): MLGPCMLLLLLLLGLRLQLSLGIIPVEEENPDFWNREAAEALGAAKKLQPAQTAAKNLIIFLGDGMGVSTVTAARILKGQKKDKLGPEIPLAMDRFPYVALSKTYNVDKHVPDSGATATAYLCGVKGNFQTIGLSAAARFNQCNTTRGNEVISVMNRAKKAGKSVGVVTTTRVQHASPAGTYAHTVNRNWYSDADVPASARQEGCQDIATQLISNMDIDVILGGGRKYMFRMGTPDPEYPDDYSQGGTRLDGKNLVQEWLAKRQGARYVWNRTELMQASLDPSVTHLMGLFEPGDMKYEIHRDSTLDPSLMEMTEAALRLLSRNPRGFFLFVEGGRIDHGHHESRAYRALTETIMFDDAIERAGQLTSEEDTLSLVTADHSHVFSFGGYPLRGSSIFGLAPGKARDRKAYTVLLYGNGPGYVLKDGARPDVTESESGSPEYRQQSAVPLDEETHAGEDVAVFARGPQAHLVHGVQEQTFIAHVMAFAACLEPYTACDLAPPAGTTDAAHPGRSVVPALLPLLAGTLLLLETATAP
CYP2C9 inhib – human CYP2C9 inhibition; P11712; CYP2C9 Supersomes, luciferin-H conversion, luminescence; inhibition, % at 5 µM; 20% of 96,000 active;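 active = blocking of liver enzyme CYP2C9 beyond about 50% at 5 µM, limit read from the data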; note: values of inactives mirror those of a sister screen read the other way
MT1-MMP txn act – MT1-MMP promoter transcription activation | 0.16% of 86,000 active | HT1080 MT1-MMP promoter luciferase reporter, luminescence, overnight; active compounds read high | activation factor at 10 µM | AID 750;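 active = activation factor of at least 2 for MT1-MMP transcription at 10 µM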
CYP2C19 act – cytochrome P450 2C19 (human) activation; P33261; recombinant CYP2C19, luciferin-H EGE luminescence; active compounds read high; 0 = fully inhibited enzyme, 1 = untreated enzyme; activation factor at 5 µM; 96,000 tested, under 10 active; AID 1025;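 active = activation factor of at least 2 at 5 µM in the primary screen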;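 note: 0 = wells with 2.5 mM tranylcypromine and 1 = vehicle-only wells; values of inactives mirror those of a sister screen read the other way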
CD11b adhes enh – enhancers of human CD11b/CD18 binding to fibrinogen. 0.07% of 93,000 active. K562 CD11b/CD18 adhesion to fibrinogen, ATPlite luminescence. AID 1499. activation, % at 10 µM;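 active = 10 µM primary screen giving 50% or more activity, confirmed by 40% or more on retest at that dose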; note: strong numbers were not always called active; reference of the scale not given here
Mac1 fbg inh – blocks human CD11b/CD18 adhesion to fibrinogen | inhibition, % at 10 µM | AID 1497 | 0.54% of 93,000 active | K562 CD11b/CD18 adhesion to fibrinogen, ATPlite luminescence; Mn2+ added to activate the integrin | P05107+P11215;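 active = primary inhibition of 50% or more at 10 µM, then 40% or more on retest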; note: some results filed as inactive read as strong as hits
* hit, by the source's call; . = not tested or not shown.

CYP2C19 inh | PTK2B oligo ant | CYP2C9 activ | PLAP activator | CYP2C9 inhib | MT1-MMP txn act | CYP2C19 act | CD11b adhes enh | Mac1 fbg inh | smiles
48 | -0.68 | 0.8 | 1 | 22 | 1 | 0.5 | 7 | 8 | CCn1c2ccccc2c2nnc(SCc3ccc(C(=O)OC)o3)nc21
-7 | . | 1 | 1.1 | 2 | . | 1.1 | 2 | -20 | CCOC(=O)c1oc2ccccc2c1NC(=O)c1ccc(Cl)s1
13 | 0.66 | 0.9 | 1 | 5 | 0.9 | 0.9 | -3 | 7 | CCCOP(=O)(OCCC)c1c([N+](=O)[O-])cc(C(F)(F)F)cc1[N+](=O)[O-]
14 | 0.03 | 1.2 | 1.5 | -23 | 1 | 0.9 | -2 | -2 | COc1cc2c(cc1OC)C(C(=O)N1CCCC1)C(c1ccccc1F)N(C)C2=O (centres undefined)
10 | 0.64 | 1.1 | 0.9 | -13 | 1 | 0.9 | 2 | -21 | O=C(NCSC1=NCCS1)c1ccccc1
68* | -1.4 | 0.3 | 1.5 | 69* | 1.1 | 0.3 | 7 | -16 | CCCC1CCc2c(sc(N)c2C(N)=O)C1 (centres undefined)
98* | -1.8 | 0.8 | 1.8 | 21 | 1.1 | 0 | -2 | . | CCOC(=O)C1CCCN(S(=O)(=O)c2ccc(OC)c3ccccc23)C1 (centres undefined)
17 | 0.17 | 0.8 | 1 | 22 | 1 | 0.8 | -2 | -2 | Cc1nc(N)c(C#N)c(-c2ccccc2)c1C
-2 | 0.05 | 1 | 0.9 | -1 | . | 1 | . | . | CC(C)(Cl)C1Cc2cc3ccc(=O)oc3cc2O1 (centres undefined)
2 | 0.98 | 1.1 | 1.1 | -8 | 1 | 1 | 6 | -17 | COC(=O)C1=C(CSc2nncn2C)NC(=O)NC1c1cc(C)ccc1C (centres undefined)
55* | 0.5 | 0.4 | 0.9 | 56* | 1.1 | 0.5 | 0 | 3 | C=C(C)CSc1nnc2n(C)c(=O)c3c4c(sc3n12)CCC4
-12 | 0.36 | 1.1 | 1 | -12 | 1 | 1.1 | -1 | -4 | Cc1ccc(C(=O)CSc2nc(N)cc(=O)[nH]2)cc1
8 | 0.18 | 1 | 1 | 2 | 1.4 | 0.9 | -2 | 11 | Brc1ccc(-c2nnc(-c3cccc(Br)c3)o2)cc1
3 | -0.28 | 1 | 0.8 | -1 | 1.1 | 1 | -2 | 1 | Cc1ccc(-n2c(-c3cccnc3)n[nH]c2=S)c(C)c1
44 | 0.55 | 0.3 | 1 | 72* | 1.2 | 0.6 | -4 | 12 | COc1ccc(OCC(=O)Nc2cccc(NC(=O)COc3ccc(OC)cc3)n2)cc1

The closing five records of the part above are carried over, then new ones follow.
CYP2C19 inh | PTK2B oligo ant | CYP2C9 activ | PLAP activator | CYP2C9 inhib | MT1-MMP txn act | CYP2C19 act | CD11b adhes enh | Mac1 fbg inh | smiles
55* | 0.5 | 0.4 | 0.9 | 56* | 1.1 | 0.5 | 0 | 3 | C=C(C)CSc1nnc2n(C)c(=O)c3c4c(sc3n12)CCC4
-12 | 0.36 | 1.1 | 1 | -12 | 1 | 1.1 | -1 | -4 | Cc1ccc(C(=O)CSc2nc(N)cc(=O)[nH]2)cc1
8 | 0.18 | 1 | 1 | 2 | 1.4 | 0.9 | -2 | 11 | Brc1ccc(-c2nnc(-c3cccc(Br)c3)o2)cc1
3 | -0.28 | 1 | 0.8 | -1 | 1.1 | 1 | -2 | 1 | Cc1ccc(-n2c(-c3cccnc3)n[nH]c2=S)c(C)c1
44 | 0.55 | 0.3 | 1 | 72* | 1.2 | 0.6 | -4 | 12 | COc1ccc(OCC(=O)Nc2cccc(NC(=O)COc3ccc(OC)cc3)n2)cc1
1 | -0.8 | 1 | 1 | 4 | . | 1 | 0 | -5 | CN(C)N1C(N)=C(C#N)C(c2cccnc2)C2=C1CC(C)(C)CC2=O (centres undefined)
23 | 0.21 | 0.3 | 12 | 75* | 1.3 | 0.8 | 4 | 6 | CCOc1cccc(NCc2cc3c(C(C)(C)C)nn(-c4ccccc4)c3[nH]c2=O)c1
31 | 0.04 | 0.9 | 1 | 8 | 1.1 | 0.7 | 4 | -9 | O=C(N1CCOCC1)N(Cc1ccccc1)c1ccccn1
4 | 0.38 | 0.8 | 0.8 | 24 | . | 1 | . | . | O=C(/C=C/c1ccco1)Nc1ccc(Oc2ccc(Cl)cc2)cc1
33 | 0.23 | 0.8 | 1.1 | 20 | 1.2 | 0.7 | 7 | 6 | Cc1cc(C)c2c(c1)-c1cc(C)nn1C(c1ccc3c(c1)OCO3)N2 (centres undefined)
47 | . | 0.3 | 1.1 | 72* | . | 0.5 | . | . | COc1cccc(Nc2nc(-c3sc(NC(=O)c4ccco4)nc3C)cs2)c1
52* | . | 0.4 | 1.3 | 59* | . | 0.5 | -1 | 24 | CC1CCN(S(=O)(=O)c2ccc(C(=O)Nc3sccc3C(N)=O)cc2)CC1
31 | . | 0.7 | 1.2 | 35 | 1.2 | 0.7 | 1 | 4 | COc1cc(OC)c(NC(=O)CS(=O)(=O)Cc2nc(-c3ccc(C)cc3)oc2C)cc1Cl
17 | 0.45 | 1 | 1.1 | -2 | 1 | 0.8 | -1 | 6 | CCCc1c(O)nc(SCCN(CCC)CCC)[nH]c1=O
30 | -0.29 | 0.4 | 2.3* | 60* | 1 | 0.7 | -2 | -1 | Cc1cc2nc(C)n(CCCNC(=O)Nc3ccc(F)cc3)c2cc1C
66* | . | 0.6 | 2* | 37 | . | 0.3 | -7 | 14 | COc1cc(C(=O)Oc2c(CN3CCOCC3)cc(Cl)c3cccnc23)cc(OC)c1OC
-8 | -0.01 | 1 | 1.4 | 4 | 1.3 | 1.1 | 6 | 52 | [O-]/C(=C(\C(=S)Nc1cccc2ccccc12)[n+]1ccccc1)c1ccc2c(c1)OCCO2
65* | 0.45 | 0.8 | 0.6 | 24 | 1.4 | 0.3 | -2 | 11 | CC1C(c2ccccc2)N(C)C(c2ccccc2)CC1(O)c1ccccc1 (centres undefined)
36 | 1.1 | 0.8 | 0.9 | 19 | 1.3 | 0.6 | 2 | -20 | CCOC(=O)CN1C(=O)C2(OCCCO2)c2ccccc21
26 | -1.5 | 0.4 | 1 | 59* | 1.5 | 0.7 | 11 | -6 | COc1cc2c(cc1NC(=O)COC(=O)C1CC(=O)N(Cc3ccco3)C1)oc1ccccc12 (centres undefined)

CYP2C19 inh | PTK2B oligo ant | CYP2C9 activ | PLAP activator | CYP2C9 inhib | MT1-MMP txn act | CYP2C19 act | CD11b adhes enh | Mac1 fbg inh | smiles
20 | 0.83 | 0.8 | 1.2 | 24 | 1.2 | 0.8 | 0 | 6 | Cc1cc(NC(=O)CN2CCCC2c2nc3ccccc3s2)no1 (centres undefined)
4 | -1.1 | 0.8 | 1.1 | 18 | 1.3 | 1 | . | . | Cn1c(CN2CCCCC2)nc2cc(NC(=O)c3ccc(Cl)cc3)ccc21
80* | -0.4 | 2.3* | 0.8 | -129 | 1.2 | 0.2 | -1 | 6 | COc1ccccc1CNC(=O)CCNS(=O)(=O)c1cccc2nsnc12
6 | -0.4 | 0.7 | 0.9 | 30 | 1.3 | 0.9 | -1 | 3 | c1ccc(C2=Nn3c(nnc3-c3ccncc3)SC2)cc1
8 | -0.62 | 0.6 | 1 | 39 | 1 | 0.9 | -4 | -8 | CC(C)CNC(=O)c1ccccc1NC(=O)CSCc1ccccc1
13 | 0.18 | 1.1 | 1.1 | -8 | 1.4 | 0.9 | -5 | -5 | Cc1cc(C(=O)CSc2nnc(-c3ccccc3)n2Cc2ccc3c(c2)OCO3)c(C)n1C
-5 | 0.77 | 1 | 1 | -4 | . | 1.1 | . | . | CCOc1nnc(C)c2c(C)n(-c3ccc(Cl)cc3)nc12
-5 | 0.05 | 1.1 | 1 | -10 | 1 | 1 | 0 | . | CCOc1cc(C)nc(Oc2ccc(=O)[nH]n2)n1
-2 | -0.21 | 1.1 | 0.8 | -7 | 1.1 | 1 | -6 | 8 | CC(C)Oc1ccccc1-c1nc(SCC(=O)O)n[nH]1
-6 | . | 1 | 1 | 2 | . | 1.1 | -3 | 12 | Cc1nc2c(cnn2-c2ccc(Cl)cc2)c(=O)n1-c1ccc(N2CCC(C)CC2)cc1
23 | -0.25 | 1 | 0.9 | -2 | 1 | 0.8 | -1 | -37 | Cc1nc2ncnn2c(C)c1CCC(=O)N1CCCCC1
28 | -0.59 | 0.5 | 1.4 | 48 | 1.2 | 0.7 | 0 | 2 | CCOC(=O)Cc1nnc2c(Nc3ccc(C)cc3)nc3nonc3n12
78* | -1.1 | 0.1 | 1.3 | 86* | 1.1 | 0.2 | -2 | -37 | COc1ccc2nc(NC(=O)C3CCCN(S(=O)(=O)c4cccc5nsnc45)C3)sc2c1 (centres undefined)
66* | -0.3 | 1.1 | 1 | -6 | 1.2 | 0.3 | -2 | 23 | COc1ccc(Cc2ccc(OC)c(N)c2)cc1N
-13 | . | 1.1 | 0.9 | -8 | 1 | 1.1 | -2 | -12 | COCCNS(=O)(=O)c1ccc(C2CNC(=O)C2)cc1 (centres undefined)

CYP2C19 inh | PTK2B oligo ant | CYP2C9 activ | PLAP activator | CYP2C9 inhib | MT1-MMP txn act | CYP2C19 act | CD11b adhes enh | Mac1 fbg inh | smiles
82* | 0.34 | 0.6 | 1.1 | 41 | 1 | 0.2 | 4 | 32 | COc1ccc(NS(=O)(=O)c2cc(C)ccc2OC)cc1OC
7 | 1.8 | 2.7* | 1.3 | -169 | 1.1 | 0.9 | -3 | 5 | CCCS(=O)(=O)N1CCCC(C(=O)NCCCN2CCN(c3ccc(F)cc3)CC2)C1 (centres undefined)
5 | -1.6 | 0.9 | 1.9 | 11 | 0.8 | 0.9 | -3 | -10 | COc1ccc2c(C)nc(Nc3nc(C)c(C)c(=O)[nH]3)nc2c1
80* | 0.44 | 0.1 | 1.4 | 88* | 1.1 | 0.2 | -1 | -6 | COc1ccc(CCNC(=O)CSc2nc3ccccc3o2)cc1OC
10 | -0.15 | 0.8 | 1.1 | 18 | . | 0.9 | 1 | 9 | O=C(C/C=N/OCc1ccc(Cl)cc1Cl)c1ccccc1
93* | -0.46 | 1.2 | 1.2 | -20 | . | 0.1 | -6 | -9 | COc1ccc([N+](=O)[O-])cc1NC(=O)CSc1ccccc1
25 | -1.7 | 0.7 | 2.1* | 34 | 1.2 | 0.7 | -2 | 2 | Cc1[nH]nc2ncc(C(=O)c3ccccc3O)cc12
-8 | 0.34 | 1 | 1.1 | 0 | 1.6 | 1.1 | . | . | CCN1CCN(Cc2ccc(OCc3ccccc3)c(OC)c2)CC1
48 | -0.47 | 0.6 | 1.6 | 37 | 1 | 0.5 | -3 | 10 | CCS(=O)(=O)c1ccc2oc(SCC(=O)NC34CC5CC(CC(C5)C3)C4)nc2c1
-4 | 1.1 | 1 | 1 | 1 | . | 1 | 6 | 10 | O=C(NC1CCCCC1)C(c1ccccc1)N(C(=O)Cc1ccsc1)c1ccccc1 (centres undefined)
8 | 0.95 | 1 | 0.9 | 1 | 1.1 | 0.9 | . | . | O=C(NCC1CCCO1)C1CCC(=O)N1CCc1ccccc1 (centres undefined)
